Autophagy mod = autophagy modulators in MEF cells, primary screen, imaging, high-content, MEF GFP-LC3. actives 0.98% (n = 190,000). calls only at 10 µM (by protocol). AID 463193, 2010. MEF GFP-LC3 puncta imaging; test concentration mostly 10 µM;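 active = percentage of spot-positive cells more than 3 SD above its plate mean, without a fluorescence outlier flag or 80% toxicity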;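 also: spot-positive cell cutoff set from DMSO-treated cells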
Hep lipid drop = inhibitors of hepatocyte lipid droplet formation, primary screen, imaging, high-throughput imaging, BODIPY stain | AML12 mouse hepatocytes, oleate lipid droplets | inhibition, % at 6.5 µM | actives 0.4% (n = 240,000) | AID 1656, 2009;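 active = lipid droplet intensity inhibited by at least 50%, with more than 500 cells counted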
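Material: mouse AML12 hepatocyte cell line, fixed after treatment; Timing: compound with oleate, overnight; Technique: high-content imaging of BODIPY-stained droplets and DAPI nuclei; Probe or stimulus: oleate, 100 µM final; Dosing: compound at 6.5 µM only.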
MT stabilize HCS = microtubule stabilizers in HeLa cells, primary screen, imaging, high-content imaging; HeLa tubulin immunostaining HCS, 24 h; share of cells brighter than vehicle mean+2SD; actives 0.83% (n = 200,000); AID 2205, 2009; % tubulin-high responders, % at 10 µM;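 active = plate Z-score above 3 for both tubulin-high and condensed-nucleus cell shares, with cell loss under 80%, at 10 µM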;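 also: anti alpha tubulin signal scored within the nucleus-defined area of each cell; some results filed as inactive read as strong as hits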
bCat nuc transl = modulators of beta-catenin nuclear translocation, primary screen, imaging, HeLa cells, immunofluorescence, high-content; nuclear translocation activity, % at 5 µM; actives 0.3% (n = 190,000);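 active = nuclear translocation activity above 50% at 5 µM, with a well cell count of 50 or more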;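 also: per-cell ratio of nuclear to cytoplasmic median beta-catenin stain intensity; plate controls were DMSO negative control for no effect and GSK-3 inhibitor IX positive control for full effect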
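Test system: human HeLa cells, endogenous beta-catenin. Times: 24 h compound exposure, 37°C. Measured by: beta-catenin immunofluorescence imaging with DAPI.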
WT yeast gro inh = growth inhibition of WT strain, primary screen, mitochondrial fusion inhibitor project, WT and mutant strains, chemical genetic | mitochondrial fusion phenotypic screen | inhibition, % at 10 µM | actives 2.1% (n = 190,000) | AID 1362, 2008; in the data active = inhibition above about 58%; tested in S. cerevisiae
Dynein transport = inhibitors of GR-EGFP nuclear translocation, primary screen, dynein cargo transport inhibitor project, imaging, high-content, 3617.4 mouse cells | test concentration mostly 20 µM; stimulated with dexamethasone, 1 µM; stronger effect = lower value | z-score, hits read low | actives 0.47% (n = 220,000);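 active = plate z-score of nuclear minus cytoplasmic receptor signal below a set negative limit, without overly bright fluorescence or cell loss, cut at about -3.5 in these data, passing the limit was not always enough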;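 also: z-score of nuclear minus cytoplasmic ring GR-EGFP intensity difference per well; some compounds called inactive have numbers as strong as hits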
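Buffer or medium: tet-free medium with charcoal-stripped serum / Also added: dexamethasone agonist, 1.0 µM final, for 30 min / Timing: induction 48 h, compound 1 h, agonist 30 min / Measured by: high-content fluorescence imaging after fixation / Read-out: nuclear-to-cytoplasmic GR-EGFP distribution per well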
XIAP displacement = XIAP antagonists, biochemical, IAP family, fluorescence polarization (AID 1018); E3 ubiquitin-protein ligase XIAP (Homo sapiens); XIAP BIR domain, fluorescence polarization peptide displacement; higher % means a stronger effect; one-dose displacement, % at 20 µM; IC50 in µM for titrated hits; actives 0.007% (n = 200,000); in the data active = displacement above about 50%; also: a part of the inactive calls stands beside numbers as strong as those of hits
Insulin prom up = insulin promoter activators in MIN6 cells, imaging, high-content screening, mouse beta cells. actives 0.3% (n = 190,000). MIN6 insulin promoter-GFP reporter; stronger effect = higher value. z-score at 5 µM;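 active = z-score above 3 at 5 µM with at least 500 cells counted in the well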
ER stress rescue = rescue of cells from ER stress-induced death, primary screen, 384-well, CSM14.1, thapsigargin, ATP luminescence (AID 1222). CSM14.1 thapsigargin-induced death rescue, ATP luminescence; higher % means a stronger effect. cellular ATP content (survival), % at 20 µM; hits with a dose series show EC50 in µM. 190,000 tested, under 10 active;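 active = EC50 below 50 µM in the dose-response confirmation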;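 also: death triggered by thapsigargin at about 15 µM added after 2 h compound pretreatment; cell ATP read after overnight thapsigargin exposure of roughly 18 to 22 hours; normalized against plate controls of thapsigargin alone and 5% DMSO vehicle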
WT yeast gro inh mutant strain = second read-out of WT yeast gro inh, no call of its own (marks repeat the call); inhibition, %; mitochondrial fusion phenotypic screen, mutant strain inhibition
Dynein transport cytoplasmic EGFP = also measured in Dynein transport; calls as there; z-score; measured here: cytoplasmic GR-EGFP intensity; stronger effect = higher value
Dynein transport nuclear GR-EGFP = second read-out of Dynein transport, no call of its own (marks repeat the call); z-score; measured here: nuclear GR-EGFP intensity;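 lower value marks the stronger effect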
Dynein transport cell count = second read-out of Dynein transport, no call of its own (marks repeat the call); z-score; measured here: cell count per field
Insulin prom up cell count = further read-out of Insulin prom up, marked with its call; cell count; measured here: cytotoxicity, nuclei count;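 total cells summed across four imaged fields per well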
Hep lipid drop cells 6.5 µM = also measured in Hep lipid drop; calls as there; cell count; measured here: cell count, cytotoxicity flag;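 cells counted across two imaged fields per well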
bCat nuc transl cell count 5 µM = further read-out of bCat nuc transl, marked with its call; cell count; measured here: cell count, cytotoxicity flag
MT stabilize HCS Hoechst-high % = second read-out of MT stabilize HCS, no call of its own (marks repeat the call); % Hoechst-high responders; measured here: nuclear condensation Hoechst responders;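 share of cells brighter than vehicle mean plus two SD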
MT stabilize HCS cytotoxicity % = second read-out of MT stabilize HCS, no call of its own (marks repeat the call); toxicity, %; measured here: cytotoxicity by cell density;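 0% = mean cell density of plate MIN control wells and 100% = no cells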
Autophagy mod cell loss 18 h = recorded beside Autophagy mod, whose call it bears; toxicity, %; measured here: cell loss, nuclei count;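 cell loss after 18 h compound exposure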
* hit, by the source's call; i = inactive; . = not tested or not shown. Outcome played no part in choosing rows. Share with any hit: about 4%.

no.	SMILES	MT stabilize HCS cytotoxicity %	Insulin prom up cell count	Autophagy mod cell loss 18 h	Autophagy mod	Hep lipid drop cells 6.5 µM	WT yeast gro inh	MT stabilize HCS Hoechst-high %	Dynein transport nuclear GR-EGFP	Hep lipid drop	Dynein transport cell count	ER stress rescue	bCat nuc transl cell count 5 µM	MT stabilize HCS	Dynein transport cytoplasmic EGFP	WT yeast gro inh mutant strain	Insulin prom up	bCat nuc transl	XIAP displacement	Dynein transport
1	O=C(c1ccc2snnc2c1)N1CCN(c2ccccc2)CC1	1.9	.	-2	i	757	10	0.9	-0.092	-1	0.35	-3.7%	1060	1.2	0.25	10	.	-1.8	-3.4%	-0.71
2	CCCC(=O)C1=C(c2ccccc2)C(C#N)(C#N)C(C#N)=C1N	6.1	1185	-4	i	.	-15	1.0	-0.23	.	0.24	2.1%	925	1.2	-0.14	-12	1.5	-7.3	-0.5%	-0.15
3	COc1cccc(C(=O)Nc2ccc3c(c2)C(=O)c2ccccc2C3=O)c1	5.9	.	-6	i	663	21	2.2	0.68	-7	-0.7	2.4%	1149	5.7	-0.22	18	.	-1.3	-3.7%	0.94
4	CCn1c(-c2cc(-c3ccccc3)sc2N)n[nH]c1=S	.	1111	.	.	696	.	.	-0.44	-3	0.16	.	1283	.	-0.23	.	-0.34	-0.7	.	-0.25
5	COC(=O)c1sccc1NC(=O)CN(C)NS(=O)(=O)c1ccc([N+](=O)[O-])cc1	6.1	.	32	i	.	-20	1.2	-0.45	.	-0.39	-3.9%	.	2.2	-0.2	-17	.	.	-2.7%	-0.51
6	COCC(C)N1CC(O)=C(c2nc(-c3ccc(Cl)cc3)cs2)C1=N (stereo not drawn)	8.6	1158	-2	i	710	5	3.1	0.41	4	-0.18	-0.9%	1151	3.0	-0.33	4	-0.46	-0.3	-5.3%	0.29
7	CC1(C)CC2CC(C)(CN2C(=O)COC(=O)CNC(=O)c2ccc(Cl)c(Cl)c2)C1 (stereo not drawn)	8.8	1450	13	i	558	7	3.4	0.17	-4	-0.75	-4.3%	1094	3.3	-0.24	-4	-0.03	-0.5	-10%	0.19
8	CCC(=O)Nc1c(C)c(CC)nc2ccccc12	8.2	1747	3	i	635	-14	1.3	0.17	4	-0.074	-1.1%	1055	1.6	-0.3	-4	-0.79	0.0	-3.6%	-0.064
9	COc1ccc(NC(=O)/C(C#N)=C/c2cc(C)n(-c3ccc(N4CCOCC4)c([N+](=O)[O-])c3)c2C)cc1	12	1030	14	i	663	28	1.5	-0.015	-1	0.21	2.0%	1139	1.9	-0.23	9	-0.96	-3.4	-2.5%	-0.17
10	CCN1CCN(C(=S)NCC2CCCO2)CC1 (stereo not drawn)	12	.	-35	i	724	3	2.2	-0.48	4	0.49	.	1117	2.0	-0.28	-1	.	-2.2	-4.1%	-0.9
11	Cc1c(-c2nc(-c3cccnc3)no2)cccc1[N+](=O)[O-]	7.7	1280	-10	i	648	-16	8.0	0.71	-14	-0.54	-2.6%	1066	10	-0.095	13	0.07	2.1	-1.7%	0.86
12	O=C(Cn1nc2n(c1=O)-c1ccccc1SC2)N/N=C/c1cccs1	.	1072	.	.	709	.	.	0.11	3	0.81	.	1283	.	-0.24	.	-0.16	1.0	.	-0.57
13	CCCCC[n+]1cccc2c3ccccc3ccc21	7.1	771	9	i	721	44	1.9	2.5	-6	-2.7	2.3%	1089	4.1	0.1	-14	-1.2	2.9	-0.6%	3.4
14	CC(C)n1c(N)c(C#N)c2ccc([N+](=O)[O-])cc2c1=O	.	1487	.	.	721	.	.	0.27	0	-0.29	.	1307	.	-0.16	.	-0.33	1.5	.	1.2
15	Cn1c(=O)c2c(nc(N3CCc4ccccc4C3)n2C)n(C)c1=O	4.2	.	-6	i	716	7	2.0	-0.057	-10	-0.3	-0.6%	1567	2.4	-0.17	-49	.	0.1	-8.1%	0.11
16	CCCCCOC(=O)Cn1c(=O)oc2ccc(C)cc21	2.0	1351	4	i	642	26	1.7	-0.27	-10	0.086	-2.2%	534	2.3	-0.29	8	0.06	-2.9	-4.1%	-0.038
17	CCC(=O)Nc1c(C)nn(-c2ccc(C)c(C)c2)c1C	0.7	1179	8	i	781	-1	2.9	-0.35	1	0.64	-1.5%	408	4.4	-0.33	-10	-0.27	3.3	0.7%	-0.0024
18	COc1cc(/C=C2/C(=N)N3OC(C)=CC3=NC2=O)ccc1OC(=O)c1ccco1	5.9	1048	-2	i	693	-2	2.1	-0.086	-4	0.76	0.3%	1120	3.3	-0.24	-11	-0.19	6.1	-6.1%	-0.24
19	Cc1cc(C)nc(-n2nc(C)cc2NC(=O)CN2CCc3ccccc3C2)n1	13	1017	-5	i	.	2	1.8	0.43	.	-0.17	1.6%	947	2.0	-0.53	9	-1.3	-1.7	-2.5%	1.5
20	NNC(=O)c1cc(Br)cs1	11	1134	5	i	752	-10	3.6	1.8	-5	-2.4	-2.4%	.	4.3	0.082	1	-0.35	.	-6.0%	2.5
21	Nc1c(C(=O)Nc2ccc3c(c2)OCCO3)nnn1CCc1ccccc1	37	865	15	i	.	10	46	-0.062	.	0.8	-0.8%	.	10	-0.27	-9	-0.59	.	-3.8%	-0.44
22	CN(Cc1ccccc1)c1nc2c(c(=O)n(C)c(=O)n2C)n1CCCc1ccccc1	3.3	1750	7	i	677	14	2.3	0.97	-3	-1.3	-2.4%	1056	4.1	0.21	1	-1.2	-2.2	-4.7%	0.5
23	O=C(NCCCO)NC(=S)c1cccc2ccccc12	6.8	1662	23	i	762	4	1.9	1.5	13	-0.57	-1.5%	922	4.5	0.13	9	0.41	-0.5	-3.1%	2.8
24	O=C(Cn1nnc2ccccc2c1=O)NCc1ccco1	7.9	1440	5	i	.	0	2.3	0.21	.	0.67	-1.2%	966	2.5	-0.27	0	-0.69	-8.8	-2.0%	0.38
25	Cc1cc(-c2nnnn2-c2cc(Cl)cc(Cl)c2)no1	.	990	.	.	727	.	.	0.43	23	-0.17	.	1301	.	-0.2	.	-0.15	-0.5	.	0.027
26	COc1cccc(/C=N/NC(=O)C(c2ccncc2)N2CCOCC2)c1 (stereo not drawn)	.	1159	.	.	701	.	.	0.26	-1	0.23	.	1316	.	-0.28	.	0.55	0.6	.	-0.72
27	O=C(N/C(=C/c1ccccc1Cl)C(=O)N1CCCC1)c1ccccc1	6.2	1132	-2	i	794	-10	2.2	0.63	21	-0.43	-0.3%	.	2.8	-0.28	-11	0.18	.	-1.4%	0.69
28	Cc1sc2nc(-c3cccnc3)[nH]c(=O)c2c1-c1ccccc1	11	1267	-3	i	693	6	1.9	-0.98	17	0.53	1.7%	1090	1.6	-0.13	5	0.44	-0.7	-0.6%	-1.2
29	C=CCN1C(=O)/C(=C/c2ccc(O)c(OC)c2)S/C1=N/c1nccs1	1.8	1306	-10	i	600	56	2.7	1.2	32	0.35	-3.0%	1015	2.5	1.2	10	-0.23	2.0	-0.6%	1.5
30	Cn1c(=O)c([N+](=O)[O-])c(NCC2CCCO2)c2ccccc21 (stereo not drawn)	.	989	.	.	737	.	.	0.31	5	-0.69	.	1321	.	-0.23	.	-0.05	-0.6	.	0.81
31	CS(=O)(=O)Nc1ccc2c(c1)nc1n2CCOC1	12	1338	6	i	.	21	2.0	-0.03	.	-0.32	11%	914	2.6	-0.42	4	0.57	-3.1	-5.9%	-0.082

Screening data deposited in PubChem BioAssay by several laboratories.
